D3 ag: agonists of human D3 dopamine receptor; P35462; D3R DiscoveRx beta-arrestin cells, luminescence, 90 min; max activation, %; actives 0.58% (n = 410,000); AID 652048; in the data active = max activation above about 30%; note: 0% is about no effect; mostly tested at two doses, the higher about 12 µM
Target sequence (P35462 whole entry, looked up): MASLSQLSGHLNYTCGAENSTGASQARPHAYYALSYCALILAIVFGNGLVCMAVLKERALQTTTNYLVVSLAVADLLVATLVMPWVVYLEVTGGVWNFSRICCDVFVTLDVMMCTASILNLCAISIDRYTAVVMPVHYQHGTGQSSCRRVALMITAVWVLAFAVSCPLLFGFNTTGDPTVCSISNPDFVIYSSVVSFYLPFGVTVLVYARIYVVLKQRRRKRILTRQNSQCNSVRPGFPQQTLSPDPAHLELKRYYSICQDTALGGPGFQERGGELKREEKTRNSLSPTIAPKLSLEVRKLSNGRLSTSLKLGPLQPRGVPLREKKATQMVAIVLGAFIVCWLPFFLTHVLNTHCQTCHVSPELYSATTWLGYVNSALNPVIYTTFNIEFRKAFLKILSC
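Cells at 1500/well, incubated overnight, then treated with pinned compounds (dopamine as control) for 90 min at 37 degrees C. DiscoveRx reagent added for 30 - 60 minutes at room temperature; luminescence read.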
GLP1R inv ag: inverse agonists of human GLP-1 receptor. actives 1.6% (n = 410,000). HEK293 GLP-1R CRE-luciferase, luminescence, 24 h; GLP-1R form is constitutively active. AID 624417. P43220. Potency, µM (top dose mostly 38.3 µM), without a hit: at the highest dose activity change, negative = inhibition, usual class: inhibitors; note: potency is the fitted concentration of half-maximal effect; % is set by controls: 0 for no effect and ±100 for the full control effect; nearly all actives have a fitted effect of over 55% in size
Target sequence (P43220 whole entry, looked up): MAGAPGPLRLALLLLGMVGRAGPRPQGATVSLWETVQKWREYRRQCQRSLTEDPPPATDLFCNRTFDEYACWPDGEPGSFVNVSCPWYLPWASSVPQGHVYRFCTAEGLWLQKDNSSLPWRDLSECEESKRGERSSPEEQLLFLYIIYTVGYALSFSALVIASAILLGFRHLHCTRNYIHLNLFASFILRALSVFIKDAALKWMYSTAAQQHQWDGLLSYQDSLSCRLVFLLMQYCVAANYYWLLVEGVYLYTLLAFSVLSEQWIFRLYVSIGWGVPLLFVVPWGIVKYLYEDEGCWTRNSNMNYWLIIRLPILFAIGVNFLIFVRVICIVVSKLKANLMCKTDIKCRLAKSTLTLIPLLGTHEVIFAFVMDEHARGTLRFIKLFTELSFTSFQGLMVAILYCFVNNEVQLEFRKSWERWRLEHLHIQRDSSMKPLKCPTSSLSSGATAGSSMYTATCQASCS
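qHTS in 1536-well format: reporter HEK293 cells expressing constitutive GLP-1R activity in DMEM + 10% Nu serum, 24 hr with compounds at 37 deg C, luminescence read after 12 min with detection reagent.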
IL2 activator: IL-2 activation; actives 0.065% (n = 360,000); IL-2 activation reporter assay, cell-based qHTS; stimulated with anti-CD3/CD4/CD28 beads; in transgenic mouse T cells; AID 652025; activation, % (series mostly up to about 46 µM); in the data active = activation above about 50%; inconclusive = mostly about 30% to 49%; note: 0% is about no effect
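Readout is EGFP and DsRed signal by fluorescent plate cytometry after 18 h at 37 degrees C. Transgenic mouse T cells (750/well) received compound for 60 min before bead stimulation (anti-CD3, anti-CD4, anti-CD28); memory T cells served as non-tolerant control.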
GLP1R cytotox: cytotoxicity counter-screen for GLP-1 receptor inverse agonists; Potency, µM (highest dose often 38.3 µM), for inactives: top-dose activity change, negative = inhibition, actives largely listed as inhibitors; actives 0.13% (n = 410,000); AID 624418; HEK293 cAMP-luciferase reporter cells, luminescence, 24 h;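 note: loss of luciferase light is scored as toxicity; potency is the fitted concentration of half-maximal effect; % is set by controls: 0 for no effect and ±100 for the full control effect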
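Step one: seed cells (200 cells/uL, DMEM with 10% Nu serum, 1% pen-strep). Step two: 12-hour incubation at 37 deg C. Step three: pin 23 nL compound, incubate 24 hr. Step four: add luciferase reagent, read luminescence 12 min later.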
WRN helicase inh: blocks human WRN helicase. Potency, µM (highest dose often 114 µM), for the others: at the highest dose activity change, negative = inhibition, most hits filed as inhibitors. actives 0.46% (n = 360,000). Q14191. WRN helicase unwinding, fluorescent forked duplex, kinetic. AID 651768; note: potency is the fitted concentration of half-maximal effect; % is set by controls: 0 for no effect and ±100 for the full control effect; nearly all actives have a fitted effect of over 55% in size
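Enzyme (20 nM final) and test compound sit together 15 min at room temperature before substrate addition. Substrate is a single-forked duplex oligonucleotide (100 nM) labelled with fluorophore and quencher, with 2 mM ATP; helicase unwinding raises red fluorescence, read kinetically.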
GLP-1R agonist: activates the human GLP-1 receptor. HEK293 GLP-1R CRE-luciferase, luminescence, 4-6 h; cells express a hypersensitive GLP-1R form. Potency, µM (highest dose often 45.6 µM), for inactives: at the top dose activation, most hits filed as activators. actives 0.007% (n = 380,000). AID 624172; note: potency is the fitted concentration of half-maximal effect; % of control where 0% means no effect
PLK1 PBD block: PLK1 (human) polo-box domain binding inhibition; AID 720504; Plk1 PBD binding of FITC phosphopeptide, fluorescence polarization; P53350; actives 2.8% (n = 360,000); Potency, µM, for inactives: max response, negative = inhibition, most hits filed as inhibitors; note: potency is the fitted concentration of half-maximal effect; series mostly up to about 57 µM; % is set by controls: 0 for no effect and ±100 for the full control effect; nearly all actives have a fitted effect of over 65% in size
PI5P4Ka inh: blocks human PI5P4K alpha kinase activity | P48426 | PI5P4Kalpha enzyme, ADP-Glo luminescence, 60 min; stronger effect = lower value | max response, % | actives 1.2% (n = 330,000) | AID 652105; active = max response of -50% or lower; inconclusive = between -30% and -50%; inactive = -30% or higher; note: value at the top dose of about 77 µM; % is set by controls: 0 for no effect and ±100 for the full control effect
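Controls without substrate or without enzyme flank wells where PI5P4Kalpha converts substrate using 5 microM ATP (final). Incubation lasts 60 minutes at room temperature; ADP formed is read by ADP-Glo luminescence.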
D3 antag: D3 dopamine receptor (human) antagonism | D3R cells, DiscoveRx beta-arrestin luminescence, antagonist mode; stronger effect = lower value | P35462 | max response, negative = inhibition, % | actives 2.5% (n = 360,000); in the data active = max response below about -50%; inconclusive = no clear call, values can overlap the other calls; note: % is set by controls: 0 for no effect and ±100 for the full control effect; mostly tested at two doses, the higher about 12 µM
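Cells plated overnight at 1500 cells/well, then exposed to library compounds with dopamine controls for 90 minutes at 37 degrees C. DiscoveRx reagent added for 30–60 minutes at room temperature; luminescence read, quantitative HTS format.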
* hit, by the source's call; ? = inconclusive; . = not tested or not shown; & = joins results of further samples; [ ] = dose if it differs, or a comment. Unless noted, calls come from the whole dose curve; as a rule, active = well fitted curve in the direction sought with a large enough effect; inconclusive = small, poorly fitted or top-dose-only effect, or another doubt; inactive = no such curve, though single readings can be large; an effect the other way counts as inactive or inconclusive.

Order of results: D3 ag, GLP1R inv ag, IL2 activator, GLP1R cytotox, WRN helicase inh, GLP-1R agonist, PLK1 PBD block, PI5P4Ka inh, D3 antag
- CCOC(=O)C1=C(C)OC(N)=C(C(=O)OC)C12C(=O)Nc1ccc(Br)cc12 (centres undefined)
    1, -3%, -0.6, 9%, 3%, -7%, 0%, 5, 11
- O=C(NC1CN2CCC1CC2)c1cccc(Cl)c1 (centres undefined)
    -25, 35%[activator], -5.4, -9%, 6%, 0%, 2%, -5, -9
- Cc1ccc2c(c1)=C/C(=C\c1c(O)[nH]c(=O)[nH]c1=O)C(=O)N=2
    -12, 5%, -2.3, 3%, 40µM*, -1%, 12µM*, ?, -11
- COc1ccc(N2C(=O)NC(=O)/C(=C/c3ccc([N+](=O)[O-])s3)C2=O)cc1
    -15, -2%, -1.1, 1%, 50µM*, 0%, 3µM*, -77*, -30
- CC1(C)C(C(=O)NCc2ccco2)C1(C)C
    3, 10%, 0.3, 3%, -9%, -18%, -6%, 4, 0
- CCOc1cc(CNCCc2cccc(F)c2)ccc1OC
    -15, ?, -0.4, -18%, -5%[57.1 µM], 23%, -13%, 0, -29
- COc1ccccc1CCNC1C2CC3CC(C2)CC1C3 (centres undefined)
    -5, ?, 0.1, ?, 11%, 0%, -8%, 4, -6
- Cc1cccc(NC2=NCCCS2)c1
    -3, -10%, 0.3, 4%, 2%, 6%, -2%, 4, 13
- COc1ccccc1OCC(=O)N/N=C/C=C/c1ccc([N+](=O)[O-])o1
    -3, 77%[activator], -2.4, ?, -24%, -6%, -5%, 2, -18
- CC[C@]12CC[C@H](O)CC1=CCC1C2CC[C@]2(C)C(=O)CCC12 (some centres undefined)
    -8, 115%[activator], 1.1, 19%, -6%, 13%, -6%, 4, -10
- Cc1ccc(-c2cc(-c3ccccc3)cc(-c3ccccc3)[n+]2-c2ccccc2C(=O)O)cc1
    -2, ?, 0.2, -12%, 6%, -6%, 5%, -5, 22
- CC(=O)Nc1c(Br)cc2c(c1Br)Cc1cc([N+](=O)[O-])ccc1-2
    -6, 21%, 0.3, 38%[activator], 4%, 8%, -6%, 3, 5
- COc1ccc(-c2nn(Cc3ccccc3)cc2C(=O)NC2CC2)cc1OC
    6, 73%[activator], 0.7, -3%, -17%, -8%, -1%, 0, -18
- CN(C)c1ccc(-[n+]2c(-c3ccccc3)cc(-c3ccccc3)cc2-c2ccccc2)cc1
    -9, ?, 0.1, -32%, -3%, 4%, -9%, -4, -7
- O=C(NCC1=C(c2ccc3ccccc3c2)C[C@@H]2CC[C@H]1N2Cc1ccco1)c1cccs1
    -12, ?, -1.7, 8%, 2%, 1%, -10%, -1, ?
- CC(C)c1ccc(C2C3=C(CC(C)(C)CC3=O)NC3=C2C(=O)c2ccccc23)cc1 (centres undefined)
    -2, -20%, -1.0, ?, -14%, -8%, -21%, ., -29
- C[C@@H]1C[C@@H]([C@H](O)CC2CC(=O)NC(=O)C2)C(=O)[C@@H](C)C1
    7&0, 0.79µM*, -0.6, -38%, 2%, -19%, 0%, 2, 5
- CCCCn1c(O)c(/C=C2/C=CC=N2)c(=O)[nH]c1=O
    13, -1%, 1.3, -19%, -10%, 10%, -7%, -10, 5
- Oc1cccc(/C=N/NP(=S)(c2ccccc2)c2ccccc2)c1
    -6, ?, -1.5, ?, -12%, 1%, -9%, 1, -17
- O=C1NC(=O)C(=Cc2ccc(-c3cc(Cl)ccc3[N+](=O)[O-])o2)C(=O)N1
    -4, -5%, -7.8, 11%, ?, 2%, 1.5µM*, -53*, -7
- C=C(C=O)CC1CC(O)[C@]2(C)OC3C[C@@H]4OC5C[C@]6(C)O[C@]7(C)CCC8OC9C[C@]%10(C)OC(/C(C)=C\CO)C(O)CC%10OC9CC(C)C8OC7CC6O[C@]5(C)C/C=C\C4OC3CC2O1 (some centres undefined)
    13, 14%, 7.1, -17%, -4%, 17%, 2%, 0, 13
- O=C(/C=C/c1cccc(F)c1)Nc1ccc(S(=O)(=O)Nc2ncccn2)cc1
    -2, 7%, -1.7, 1%, -13%, ?, -10%, ?, -4
- Cc1ccccc1-n1c(O)c(C(c2ccncc2)c2c(O)n(-c3ccccc3C)c(=O)[nH]c2=O)c(=O)[nH]c1=O
    11&-2, 3%&7%, -1.6&0.6, 9%&0%, -7%&4%, 0%&15%, ?, -11&3, 2&3
- COC(=O)C1=C(c2ccc(F)cc2F)C[C@@H]2CC[C@H]1N2C
    -10, 9%, 0.3, 9%, -2%, -3%, 3%, 0, 19
- COC(=O)c1ccc(COc2ccccc2/C=N/NS(=O)(=O)c2ccc(C)cc2)cc1
    -4, 0%, -0.9, ?, -8%, -12%, -6%, ., -28
- c1ccc2c(c1)CNc1ccccc1O2
    -1, -1%, -0.9, 13%, -14%, 33%, 5%, 1, -16
- Cn1nnc(CC[N+](C)(C)C)n1
    -12, 7%, -0.7, 18%, 2%, 5%, 5%, -1, -3
- CCc1nc2ccc(N3CCN(C)CC3)cc2nc1CC
    -15, -3%, -3.0, -8%, -27%, -1%, -10%, 0, 11
- Cc1ccc(CN2CCSc3ccc(C(=O)N4CCC5(CC4)OCCO5)cc32)cc1
    8, ?, -3.5, -15%, -3%, ?, -12%, 0, -2
- CCCCCCn1c(O)c(C=NC2CCCCC2N)c(=O)[nH]c1=O (centres undefined)
    -4, 0%, -1.1, 6%, 1%, 3%, 0%, 4, -5
- Nc1ccc(-c2sc(N)nc2-c2ccccc2)cc1
    -25, 83%[activator], -1.1, 184%[activator], -3%, 15%, -18%, 1, ?
- COc1cccc(CN2CCN(C(=O)Cc3ccccc3OC)CC2)c1
    -2, -1%, -0.6, 4%, -3%, 1%, -8%, 1, -25
- Fc1cccc(F)c1CN1CCN(Cc2c(F)cccc2F)CC1
    -2, -18%, 8.5, -1%, -3%, 9%, -3%, 0, -59*
- CS(=O)(=O)N1Cc2cnnn2-c2ccccc2C1C#N (centres undefined)
    10, 4%, 0.1, 9%, -7%, 2%, -1%, -4, 25
- c1ccc(C2c3ccccc3-n3nncc3CN2CC2CCCCC2)cc1 (centres undefined)
    -66, 40%[activator], -0.6, 9%, -12%, 9%, -15%, -9, ?
- CNS(=O)(=O)c1ccc(N=Cc2c(O)n(-c3ccccc3)c(=O)[nH]c2=O)cc1
    1, 1%, -0.1, 12%, -3%, -2%, -5%, -3, -4
- COc1ccccc1-n1c(/C=C/c2ccccn2)nc2ccccc2c1=O
    7, -20%, -6.5, ?, 0%, 10%, -3%, -7, 11
- CC(=O)c1ccc(-c2ccccc2)cc1
    -2, 19%, -0.2, -2%, 3%, -6%, -14%, -2, -27
- CC(=O)OC1N=C(c2ccccc2)c2cc(Br)ccc2N(C)C1=O (centres undefined)
    3, 8%, 0.4, 0%, -28%, -4%, -8%, 3, 10
- ClCCN1CCN(c2ccnc3cc(Cl)ccc23)CC1
    -18, 6%, 0.6, 1%, -10%, 12%, -5%, 1, ?
- Oc1ccc(/C=N/Nc2nccnc2Cl)c(O)c1
    7, 0%, 1.4, ?, -18%, -7%, 1%, -9, 3
- Cc1ccc2c(c1)C1CN(C)CCC1N2C(=O)c1cccs1 (centres undefined)
    2, ?, -3.6, -2%, -16%, 10%, -6%, -1, 20
- CC(C(=O)c1ccccc1)N1C(=O)c2ccccc2C1=O (centres undefined)
    1, 19%, 2.3, 0%, 5%, 3%, -6%, -6, 24
- Cc1ccc(S(=O)(=O)N(C)C[C@H]2Oc3cc(Br)ccc3S(=O)(=O)N([C@H](C)CO)C[C@H]2C)cc1
    -3, ?, -1.8, 5%, 2%, 1%, -3%, 2, 10
- Cc1ccc(S(=O)(=O)N2CCC(C(=O)N3CCC4(CC3)OCCO4)CC2)cc1
    -12, 3%, -1.8, 5%, -12%, 5%, -1%, ., -12
- CC(=O)C1C(N2CC2)CC2C3CCC4=CC(=O)CCC4(C)C3CCC21C (centres undefined)
    3, -20%, 0.5, ?, 0%, 4%, -6%, -24, 0

Some of these compounds in order of molecular weight, descending:
Order of results: D3 ag, GLP1R inv ag, IL2 activator, GLP1R cytotox, WRN helicase inh, GLP-1R agonist, PLK1 PBD block, PI5P4Ka inh, D3 antag
- Cc1ccc(S(=O)(=O)N(C)C[C@H]2Oc3cc(Br)ccc3S(=O)(=O)N([C@H](C)CO)C[C@H]2C)cc1
    -3, ?, -1.8, 5%, 2%, 1%, -3%, 2, 10
- CC(=O)OC1N=C(c2ccccc2)c2cc(Br)ccc2N(C)C1=O (centres undefined)
    3, 8%, 0.4, 0%, -28%, -4%, -8%, 3, 10
- CC(=O)C1C(N2CC2)CC2C3CCC4=CC(=O)CCC4(C)C3CCC21C (centres undefined)
    3, -20%, 0.5, ?, 0%, 4%, -6%, -24, 0
- ClCCN1CCN(c2ccnc3cc(Cl)ccc23)CC1
    -18, 6%, 0.6, 1%, -10%, 12%, -5%, 1, ?
- CC(C(=O)c1ccccc1)N1C(=O)c2ccccc2C1=O (centres undefined)
    1, 19%, 2.3, 0%, 5%, 3%, -6%, -6, 24
- Oc1ccc(/C=N/Nc2nccnc2Cl)c(O)c1
    7, 0%, 1.4, ?, -18%, -7%, 1%, -9, 3
- CC(=O)c1ccc(-c2ccccc2)cc1
    -2, 19%, -0.2, -2%, 3%, -6%, -14%, -2, -27

The list is partial; the hit share may differ from the screen's.
